ABHD4 inh = inhibits mouse alpha/beta hydrolase domain 4. Q8VD66. purified mABHD4, FP-Rh probe fluorescence polarization. inhibition, % at 8.92 µM. 370,000 tested, 0.54% active;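 active means inhibition exceeding the mean over every tested compound plus 3 SD, cut at about 30% in these data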;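 further: 0% = plate median of compound wells and 100% = S159A mutant with DMSO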
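assay system = mABHD4 protein | compound dosing = single nominal dose of 8.92 µM, 0.89% DMSO final | read-out basis = percent inhibition of probe binding, normalized to plate controls | schedule = Enzyme–compound pre-incubation 45 min, then probe 60 min, both 25 °C | detection = fluorescence polarization, excitation 525 nm, emission 598 nm, BODIPY TMR filters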
TCR CD3 inh = blocks the human TCR-CD3 interaction. TAMRA-labeled TCR probe fluorescence, biochemical. inhibition, % at 9.4 µM. 360,000 tested, 0.37% active. AID 651800; in the data active means inhibition above about 19%;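 further: recombinant mutant TCR 2C K166C tagged with TAMRA read by polarization; 0% = receptor in buffer alone and 100% = receptor with positive control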
MBD2 DNA inh = blocks human MBD2 binding to methylated DNA; 370,000 tested, 0.31% active; TR-FRET, MBD2 binding to methylated oligonucleotide; inhibition, % at 4.4 µM; in the data active means inhibition above about 13%
NPR2 activator = GC-B (human) receptor activation. activation, % at 10 µM. 370,000 tested, 0.11% active. AID 1920062. HEK293-GC-B cells, CNP EC30, cGMP TR-FRET; 0% at EC30 CNP, 100% saturating CNP;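 active means activation at 10 µM reaching about 35% in either raw or pattern-adjusted values, limit read from the data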
Target sequence (P20594 whole entry, looked up): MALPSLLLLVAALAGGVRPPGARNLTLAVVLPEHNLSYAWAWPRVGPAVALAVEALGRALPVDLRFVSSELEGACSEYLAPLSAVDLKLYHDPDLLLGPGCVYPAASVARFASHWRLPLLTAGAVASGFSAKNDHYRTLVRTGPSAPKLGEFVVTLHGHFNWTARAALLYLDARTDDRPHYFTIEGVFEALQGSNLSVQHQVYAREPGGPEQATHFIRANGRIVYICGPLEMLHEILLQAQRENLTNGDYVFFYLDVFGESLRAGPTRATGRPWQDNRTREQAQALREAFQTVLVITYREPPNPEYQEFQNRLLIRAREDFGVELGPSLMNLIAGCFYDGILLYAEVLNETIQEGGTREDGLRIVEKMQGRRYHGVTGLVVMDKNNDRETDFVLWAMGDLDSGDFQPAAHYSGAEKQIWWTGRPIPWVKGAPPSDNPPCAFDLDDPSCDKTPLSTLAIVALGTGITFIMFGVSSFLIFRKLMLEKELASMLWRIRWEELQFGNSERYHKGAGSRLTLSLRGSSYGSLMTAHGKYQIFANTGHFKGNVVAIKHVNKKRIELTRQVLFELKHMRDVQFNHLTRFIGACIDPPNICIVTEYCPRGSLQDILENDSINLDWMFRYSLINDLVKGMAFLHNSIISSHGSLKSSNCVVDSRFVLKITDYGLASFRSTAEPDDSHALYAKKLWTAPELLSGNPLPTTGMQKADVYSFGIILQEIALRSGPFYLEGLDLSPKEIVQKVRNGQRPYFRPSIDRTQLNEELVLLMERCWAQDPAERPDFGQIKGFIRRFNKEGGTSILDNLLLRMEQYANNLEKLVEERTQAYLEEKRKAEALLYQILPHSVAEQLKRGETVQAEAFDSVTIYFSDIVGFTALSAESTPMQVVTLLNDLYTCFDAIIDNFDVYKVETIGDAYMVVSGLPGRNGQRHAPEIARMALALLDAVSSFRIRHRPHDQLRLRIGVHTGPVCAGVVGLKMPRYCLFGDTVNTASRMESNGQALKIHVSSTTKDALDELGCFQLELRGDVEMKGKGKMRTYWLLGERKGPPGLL
rCAG binder = molecules binding r(CAG) RNA repeats; inhibition, % at 3 µM; r(CAG) RNA repeat, TO-PRO-1 dye displacement fluorescence; 370,000 tested, 1.3% active; AID 651821;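 active means inhibition above the plate cutoff, the mean of all test compounds on that plate plus 3 SD, cut at about 35% in these data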;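 further: 0% = DMSO alone and 100% = 100 µM mitoxantrone as full dye displacement; higher means more dye released from RNA so lower well fluorescence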
PRMT1 inh = blocks human protein arginine methyltransferase 1; Q99873; recombinant PRMT1, activity-based probe fluorescence polarization; inhibition, % at 2.79 µM; 370,000 tested, 1.3% active; AID 652257;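 active means inhibition above about 21% made by adding two undisclosed values, limit read from the data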
SIAE primary = inhibitors of human sialic acid acetylesterase SIAE; Q9HAT2; SIAE FP-Rh probe binding, fluorescence polarization; inhibition, % at 9.66 µM; 370,000 tested, 0.69% active; AID 1053197;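 active means inhibition above a cutoff: mean of compounds within the control limits plus 3 SD of those, cut at about 17% in these data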;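 further: 0% = plate median of compound wells and 100% = probe without SIAE protein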
HTRA1 inh = blocks human HTRA1 serine peptidase | inhibition, % at 5.96 µM | recombinant HTRA1, FP-rhodamine activity-based probe, fluorescence polarization | 340,000 tested, 0.5% active; in the data active means inhibition above about 36%;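 further: 0% = enzyme with DMSO and 100% = wells lacking enzyme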
UHRF1 binding = UHRF1 methyl-DNA binding inhibition | UHRF1 binding to methylated oligo, TR-FRET | inhibition, % at 4.4 µM | 370,000 tested, 0.75% active; in the data active means inhibition above about 21%;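 further: UHRF1 SRA domain binding a hemimethylated CpG hairpin DNA probe; 0% = median of test compound wells and 100% = reference inhibitor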
GC-A act = GC-A (human) enzyme activation | P16066 | HEK293 GC-A cells, cGMP TR-FRET, EC30 ANP; 0% at EC30 ANP, 100% saturating ANP | activation, % at 10 µM | 370,000 tested, 0.14% active | AID 1671463; in the data active means activation above about 40%
* hit, by the source's call; x = no result given. Some of the compounds tested; the hit share may differ from the screen's.

compound	HTRA1 inh	GC-A act	ABHD4 inh	TCR CD3 inh	PRMT1 inh	UHRF1 binding	SIAE primary	NPR2 activator	rCAG binder	MBD2 DNA inh
COc1cccc(/C=C/C(=O)OCC(=O)NC2CCCCCC2)c1	-8	0	-8	-7	-5	3	5	-2	0	-2
COc1ccc(-c2ccc3oc(-c4ccsc4)cc3c2)cc1	-4	3	2	2	-2	0	1	5	1	3
CCCCOc1ccccc1P(=O)(O)CP(=O)(c1ccccc1)c1ccccc1	-8	-12	-1	-1	-2	-3	12	-26	0	1
CCC(C)NC(=O)CN1C(=O)c2cccc3cccc1c23 (stereo unspecified)	-7	0	-1	-3	-1	1	2	-1	1	-10
COc1cc(C(=O)N2CCN(S(=O)(=O)c3cccc(F)c3)CC2)ccc1OCC(=O)N1CCOCC1	1	1	-6	6	3	1	4	-3	-2	5
O=S(=O)(Oc1ccccc1N1CCCCC1)c1ccccc1	-30	0	2	-4	5	1	-5	-6	-1	6
CCc1ccc(N(C(=O)c2csnn2)C(C(=O)NCc2ccccc2)c2ccco2)cc1 (stereo unspecified)	-2	-6	3	6	2	1	1	-2	-4	-1
CC(C)CC(=O)C1CCCN(C(=O)c2ccc3oc(Cc4ccccc4)nc3c2)C1 (stereo unspecified)	-9	-1	-1	6	0	0	6	-2	-13	-4
O=C(Cc1ccccc1)NC(=S)Nc1cc(C(F)(F)F)ccc1Cl	-17	2	-10	-1	-1	1	1	-7	5	-1
COc1ccc(OC2C(=O)N(CCc3ccc(OC)c(OC)c3)C2c2ccc3c(c2)OCO3)cc1 (stereo unspecified)	-5	1	-10	4	-2	5	9	-4	5	4

The final 3 compounds of the part above are carried over, then new ones follow.
compound	HTRA1 inh	GC-A act	ABHD4 inh	TCR CD3 inh	PRMT1 inh	UHRF1 binding	SIAE primary	NPR2 activator	rCAG binder	MBD2 DNA inh
CC(C)CC(=O)C1CCCN(C(=O)c2ccc3oc(Cc4ccccc4)nc3c2)C1 (stereo unspecified)	-9	-1	-1	6	0	0	6	-2	-13	-4
O=C(Cc1ccccc1)NC(=S)Nc1cc(C(F)(F)F)ccc1Cl	-17	2	-10	-1	-1	1	1	-7	5	-1
COc1ccc(OC2C(=O)N(CCc3ccc(OC)c(OC)c3)C2c2ccc3c(c2)OCO3)cc1 (stereo unspecified)	-5	1	-10	4	-2	5	9	-4	5	4
CC(C)(C)NC(=O)C(c1ccco1)N(Cc1ccc2c(c1)OCO2)C(=O)Cn1nnc2ccccc21 (stereo unspecified)	-6	-22	4	-3	-3	1	0	-9	0	1
CCCCn1c(N)c(N(CC)C(=O)c2ccncc2)c(=O)[nH]c1=O	8	5	-5	-1	4	1	0	-4	-1	-3
COc1ccccc1OCC(=O)Nc1ccc2c(c1)OCO2	7	0	3	2	-1	-1	12	0	8	-3
CCN(C(=O)COC(=O)c1n[nH]c2ccccc12)c1ccccc1	-4	0	-7	4	-1	-2	-10	0	4	2
CS(=O)(=O)c1sc(C#N)c2c1C(=O)CC(c1ccccc1)C2 (stereo unspecified)	-31	-3	0	-9	19	-4	-6	48*	-2	3
COc1ccc2c(c1)c1nnc(SCC(=O)N3CCCCC3C)nc1n2C (stereo unspecified)	2	20	-10	-8	4	1	-7	10	3	8
Cc1nn(S(=O)(=O)c2ccc([N+](=O)[O-])cc2)c(C)c1Sc1ccccc1	-1	1	-3	-5	-2	3	3	14	-1	-1
NS(=O)(=O)c1ccc(CNC(=O)Cc2ccsc2)cc1	-2	1	-3	10	-1	-1	-1	1	4	3
COc1cc(CNc2ccccc2Oc2cc(=O)n(C)c(=O)n2C)cc(OC)c1OC	2	-1	2	0	-3	1	-5	2	-2	0
Cc1cc(NC(=O)CSc2nc3ccccc3n2CC(=O)N2CCC(C)CC2)no1	2	0	-6	-11	0	0	1	1	-4	8
CN1CC[C@@]2([C@@]34CCN(C)C3Nc3ccccc34)c3ccccc3NC12 (stereo partly specified)	-4	-2	-7	-2	-5	-2	-2	-6	3	-3
COc1ccc(S(=O)(=O)NCC2CCCO2)cc1C(=O)O (stereo unspecified)	1	-1	-5	-2	5	0	-4	3	8	3
COc1ccccc1C(=O)Nc1cc(Cl)ccc1-n1cncn1	-2	2	-6	6	-2	1	-6	-3	-1	2
CCOc1cccc(CN2CCCC(C(=O)c3cc(Cl)ccc3OC)C2)c1O (stereo unspecified)	-30	-16	-2	1	-6	1	9	-10	-6	6
Cc1ccccc1N(CC(=O)N1CCN(c2ccccc2)CC1)S(C)(=O)=O	-1	-5	-5	-10	2	2	3	-4	-1	0
Fc1ccc(CN2CCN(c3ncc(Cc4ccccc4)cn3)CC2)c(Cl)c1	x	2	-2	8	1	-3	0	0	2	3
C/C(CC(=O)NCc1ccc(F)cc1)=N\NC(N)=S	2	-5	-1	-1	-2	-1	3	0	-2	-6
c1ccc(CC(Nc2ccccn2)c2ccccc2)cc1 (stereo unspecified)	-6	-3	-3	-3	-2	-2	4	-7	-4	2
COc1ccc(Cn2nnnc2CN2CCc3ccccc3C2)cc1	-7	-8	2	-3	-3	-1	6	-6	-5	0
Cc1ccc(S(=O)(=O)N2CCC(C(=O)NNC(=O)c3ccc(F)cc3)CC2)cc1	-1	2	0	1	2	-2	1	4	-2	0
COc1cc(C(C)n2nnc3ccccc32)ccc1O (stereo unspecified)	-6	2	-1	6	-3	1	2	3	1	2
O=c1c(Cc2ccccc2)c(O)ccn1Cc1ccco1	0	x	1	5	-2	-2	3	x	0	-2
CCCOc1ccc(CNC(=O)C2CCN(c3nnc(N4CCCC4=O)s3)CC2)cc1	4	-1	0	-1	3	-1	11	3	1	0
COc1ccc(-c2ccc(-c3noc(-c4ccccc4OC)n3)c(OC)n2)cc1	-24	9	-12	-2	3	-2	-11	-4	7	10
CCOc1nc(C#N)nc(N2CCCCC2)n1	1	5	10	10	-1	1	-5	1	0	-1
CCCCOCCCNC(=O)C[C@@H]1C(=O)N(CCc2ccc(Cl)cc2)C2=CCCC[C@]21C(=O)OCC	x	-1	-2	x	-8	-4	1	-5	0	-6
Cc1ccc(NC(=O)c2sc(Cl)nc2-c2ccccc2)cc1	-28	-2	-14	12	-1	9	-5	-7	1	0
Cc1ncoc1C(=O)Nc1nccs1	-1	-3	5	6	0	1	3	1	-2	-6
CN(c1ccccc1)S(=O)(=O)c1ccc(C(=O)Nc2nnc(C3=COCCO3)o2)cc1	3	0	-2	-5	0	-6	2	-4	34	2
CCOC(=O)c1cnc(SCC(=O)N2CCOCC2)nc1N	-1	-3	4	-2	-1	-2	-6	-4	-3	3
COc1ccc(CCNC(=O)c2ccccc2NC(=O)C2=C(C)OCCS2)cc1OC	2	-3	10	7	-2	1	2	1	-3	0
COc1ccc(C(CC(=O)O)NC(=O)c2cc3cc(Br)ccc3oc2=O)cc1OC (stereo unspecified)	3	1	8	11	2	-2	0	1	9	3
CN(C)CC1(c2ccccc2)CCCC1	1	-2	10	-6	4	1	1	10	-1	10
O=C(OCC(=O)N1CCN(c2ccccc2)CC1)c1ccc[n+]([O-])c1	-4	3	1	5	5	2	8	0	1	2
Cc1ccc(NC(=O)COc2cccc(C)c2C)cc1S(=O)(=O)N1CCCCCC1	-55	1	-34	4	-3	0	-44	0	7	0
Cc1ccc(S(=O)(=O)N2CCc3ccccc3CC2)cc1	-19	0	-3	-10	1	3	-6	-4	-1	4
CC(C)C/C(O)=C/c1nc2cc(Cl)ccc2oc1=O	11	0	18	5	6	0	9	0	13	-9
CS(=O)(=O)c1ccc(C(=O)N2CCN(S(=O)(=O)c3ccc(C4CCCCC4)cc3)CC2)cc1	3	1	2	2	-2	-1	-4	-1	2	5
Cc1cc(C)c(C#N)c(SCC(=O)Nc2nonc2N)n1	-2	0	5	-8	0	2	1	-3	8	1
COc1cc(OC)cc(C(=O)Nc2ccc3c(c2)CCCN3C(=O)c2cccs2)c1	-59	3	-17	4	-1	-3	-9	0	3	25*
O=C(COC(=O)COc1ccc(Cl)cc1Cl)NC1CCS(=O)(=O)C1 (stereo unspecified)	12	4	-2	5	1	-2	-4	1	0	1
CC1=CCC2C(=O)N(c3ccc(N4CCOCC4)cc3)C(=O)C2C1 (stereo unspecified)	5	2	1	2	0	1	1	8	-3	2
Cc1nnc(SCc2nc3ccccc3s2)n1N	2	1	-1	-1	5	-1	0	4	0	3
O=C(CN1CCOCC1)Nc1ccc(Cl)cn1	-5	8	5	-6	2	-2	6	7	-3	2
COc1ccc(S(=O)(=O)N2CCCC(C(=O)Nc3ccc4c(c3)OCCO4)C2)cc1 (stereo unspecified)	-2	-2	-4	-1	2	2	2	-6	-5	-1
O=C(Cn1cc(C(F)(F)F)ccc1=O)N1CCN(S(=O)(=O)c2ccccc2)CC1	5	1	-8	4	-3	1	-9	0	0	-6
CN1CCN(C(=O)CCC(=O)c2ccc(F)cc2)CC1	-3	2	-5	0	1	0	5	6	-1	-7
CC1(C)CC(NC(=O)COc2ccc(Br)cc2Cl)CC(C)(C)N1	-4	0	9	0	-2	2	-5	-4	3	2
O=C(CNC(=O)c1ccc(Br)cc1)c1ccccc1	-5	2	-2	1	0	-1	0	1	2	-3
Cc1ccc(S(=O)(=O)N2CCOCC2)cc1NC(=O)CSc1nc(N)cc(N)n1	6	1	-12	-4	11	1	-6	4	2	7

Later entries.
compound	HTRA1 inh	GC-A act	ABHD4 inh	TCR CD3 inh	PRMT1 inh	UHRF1 binding	SIAE primary	NPR2 activator	rCAG binder	MBD2 DNA inh
Cc1ccc(-c2nn(-c3ccc(F)cc3)cc2C(=O)NCCCN2CCCC2=O)cc1	-7	1	3	-5	5	1	2	-8	-6	3
CC(=O)Nc1ccc(Oc2cc(C#N)c(C#N)cc2N2CCCCCC2)cc1	-46	0	-14	0	0	3	-4	-5	1	1
O=C(Cn1nnc(-c2ccccc2F)n1)Nc1ccc(Cl)cc1	x	5	-2	x	1	-1	1	-3	8	3
CC(C)C(=O)Nc1ccc(C(=O)Nc2ccc(Br)cc2F)cc1	4	-1	-5	-1	-1	-3	-2	0	-2	1
Cc1ccccc1Oc1ccc2c(c1)[C@@H]1C[C@H](N(C)C(=O)NC3CCCCC3)[C@H]([C@H](C)O)C(=O)N1CC2	-20	-7	-1	-11	2	1	-1	4	8	3
O=C(Nc1ccc(C(=O)Oc2ccccc2)c(O)c1)c1ccccc1	-67	2	-30	3	2	2	-23	-5	8	3
Cc1ccc(NC(=O)CN(C)C(=O)C(Sc2ccccc2)c2ccccc2)cc1 (stereo unspecified)	-33	-2	-13	1	5	1	-12	4	5	-3
COc1ccccc1C1=Nn2c(nnc2C2CCCCC2)SC1	-8	-2	1	-3	0	-1	14	1	-5	3
O=C(Cn1cnc([N+](=O)[O-])c1)NC1CCCC1	3	2	2	10	-2	-2	1	4	-4	0
COC(=O)C=C1CCC2C3CC(F)C4(O)CC(=O)CCC4(C)C3C(=O)CC12C (stereo unspecified)	-2	-1	1	0	-4	19	3	1	-4	5
C=CCn1c(-c2sccc2C)n[nH]c1=S	2	1	2	4	0	-2	3	-1	-3	-8
CCN(CC)c1ccc(C(=O)NNC(=O)CCc2nc3ccccc3c(=O)[nH]2)cc1	1	-7	-3	-9	-2	5	11	-1	1	2
O=c1c2ccccc2[nH]c(=S)n1CCN1CCc2ccccc2C1	-1	5	-1	-2	-6	3	-7	3	2	-4

Screening results as filed in PubChem.
